# Screens from PubChem.
# AmpC no deterg: qHTS Inhibitors of AmpC Beta-Lactamase (assay without detergent); P00811; AmpC nitrocefin hydrolysis, absorbance 480 nm, 0.0001% Triton; Potency, µM (titrated, usually from 57.1 µM), for the others: at the highest dose activity change, negative = inhibition, actives largely listed as inhibitors; actives 0.52% (n = 330,000); AID 485341, 2010;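 note: potency is the fitted concentration of half-maximal effect; plate controls were no compound for no effect and no enzyme for full effect; nearly all actives have a fitted effect of over 20% in size; some results filed as inactive show a strong effect at the top dose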
# Target sequence (P00811 whole entry, looked up): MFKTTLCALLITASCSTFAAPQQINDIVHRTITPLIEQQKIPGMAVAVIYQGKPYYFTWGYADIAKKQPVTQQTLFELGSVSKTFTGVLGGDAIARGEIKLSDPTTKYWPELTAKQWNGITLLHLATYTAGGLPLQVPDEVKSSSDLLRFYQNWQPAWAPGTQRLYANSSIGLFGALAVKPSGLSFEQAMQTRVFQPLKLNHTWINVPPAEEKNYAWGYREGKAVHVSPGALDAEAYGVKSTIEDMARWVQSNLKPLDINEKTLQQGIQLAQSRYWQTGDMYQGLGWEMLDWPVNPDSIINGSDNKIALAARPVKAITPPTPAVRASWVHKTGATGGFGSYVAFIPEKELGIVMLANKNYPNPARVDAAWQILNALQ
#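 20 mM phosphate pH 7.0 + 0.01% (detergent screen) or 0.0001% Triton X-100; 5.3 nM AmpC reagent; cpd preinc 15 min RT; nitrocefin (800 uM stock) to start; A480 q20 s × 4 min; Activity was normalised to no-enzyme and no-compound control wells.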
# HCV inhibitor: qHTS Assay for Inhibitors of Hepatitis C Virus (HCV) | actives 3.4% (n = 340,000) | Potency, µM (series often up to 41.8 µM), inactives show top-dose activity change, negative = inhibition, most hits filed as inhibitors | Huh7.5.1 HCVcc-Cre infection, luciferase reporter, 44 h; note: potency is the fitted concentration of half-maximal effect
#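 Seed cells (1,000/well) for 4 h; treat with compound and infect with HCVcc-Cre, moi about 0.5. Incubate 44 h, then detect luciferase activity.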
# Tb PYK inh: qHTS of Trypanosoma Brucei Inhibitors; TbPYK enzyme, Kinase-Glo Plus ATP luminescence, 45 min; Potency, µM (doses to about 76.8 µM), for the others: at the highest dose activity, negative = inhibition, actives largely listed as inhibitors; actives 0.12% (n = 410,000); AID 624173, 2012; note: potency is the fitted concentration of half-maximal effect; nearly all actives have a fitted effect of over 50% in size
#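 Luminescent Kinase-Glo Plus end-point after 45 min room-temperature reaction of T. brucei pyruvate kinase started with 130 uM ADP (final). Buffer TEA 50 mM pH 7.2 with KCl, MgCl2, BSA, Tween-20; titration-based qHTS with fitted concentration-effect curves.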
# HCMV inh: qHTS Assay for inhibitors of the human cytomegalovirus (HCMV); HFF cells, HCMV-luciferase reporter, 72 h; active compounds read low; activity change, negative = inhibition, % at 57.5 µM; actives 4.5% (n = 410,000); in the data active = activity change below about -60%; inconclusive = no clear call, values can overlap the other calls; inactive = above about -39%
#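 Compounds were evaluated in HFFs infected with an HCMV luciferase reporter virus (MOI 1 PFU/cell). Luciferase in lysates collected 72 h post infection served as the replication measure.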
# LmPK inhibitor: qHTS Assay for Inhibitors of Leishmania Mexicana Pyruvate Kinase (LmPK) | Potency, µM (highest dose often 57.5 µM), inactives show top-dose activity change, negative = inhibition, usual class: inhibitors | AID 1721, 2009 | purified LmPK, Kinase-Glo ATP luminescence, 1 h | actives 0.37% (n = 290,000) | Q27686; note: potency is the fitted concentration of half-maximal effect
# Target sequence (Q27686 whole entry, looked up): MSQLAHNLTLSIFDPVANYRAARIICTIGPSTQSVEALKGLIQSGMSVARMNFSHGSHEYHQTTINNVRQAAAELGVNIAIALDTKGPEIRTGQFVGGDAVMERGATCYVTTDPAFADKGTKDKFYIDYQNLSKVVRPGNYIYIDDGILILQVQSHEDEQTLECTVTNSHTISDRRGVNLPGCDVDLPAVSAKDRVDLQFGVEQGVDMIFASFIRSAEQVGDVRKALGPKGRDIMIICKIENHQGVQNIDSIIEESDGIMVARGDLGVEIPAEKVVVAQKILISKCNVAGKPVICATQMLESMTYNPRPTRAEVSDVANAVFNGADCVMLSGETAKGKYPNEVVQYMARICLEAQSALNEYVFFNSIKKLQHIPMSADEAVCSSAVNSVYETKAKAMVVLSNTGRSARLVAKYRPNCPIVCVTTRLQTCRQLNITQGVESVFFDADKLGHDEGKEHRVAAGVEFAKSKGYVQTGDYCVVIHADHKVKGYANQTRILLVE
#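 Purified LmPK (0.1 nM) converted ADP (0.1 mM) to ATP with PEP (0.5 mM) in imidazole buffer pH 7.2 with KCl and MgCl2, 1 h at room temperature. ATP was read by Kinase-Glo luminescence; data normalized to uninhibited and no-enzyme controls.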
# AMA1 RON2 block: qHTS for Inhibitors of AMA1-RON; Towards Development of Antimalarial Drug Lead: Primary Screen | AlphaScreen AMA1-biotinylated RON2 peptide binding | Potency, µM (series often up to 58.2 µM), without a hit: at the highest dose activity change, negative = inhibition, actives largely listed as inhibitors | Plasmodium falciparum AMA1 (3D7) - RON2 peptide interaction | actives 0.2% (n = 360,000);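 note: potency is the fitted concentration of half-maximal effect; 0% = vehicle wells and -100% = peptide control; nearly all actives have a fitted effect of over 45% in size; some results filed as inactive show a strong effect at the top dose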
#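 AMA1 (3D7) with his tag at 25 nM final met compounds first, then biotinylated RON2 peptide at 25 nM; detection used donor plus acceptor beads, 10 µg/mL apiece, read by AlphaScreen after 30 min at room temperature.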
# AmpC inh detg: qHTS Inhibitors of AmpC Beta-Lactamase (assay with detergent). P00811. AmpC hydrolysis of nitrocefin, absorbance 480 nm, 0.01% Triton. Potency, µM (titrated, usually from 114 µM), for the others: at the highest dose activity change, negative = inhibition, hits mostly inhibitors. actives 0.041% (n = 370,000). AID 485294, 2010;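 note: potency is the fitted concentration of half-maximal effect; 0% = no-compound wells and -100% = no-enzyme wells; nearly all actives have a fitted effect of over 25% in size; some results filed as inactive show a strong effect at the top dose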
#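 20 mM phosphate pH 7.0 + 0.01% (detergent screen) or 0.0001% Triton X-100; 5.3 nM AmpC reagent; cpd preinc 15 min RT; nitrocefin (800 uM stock) to start; A480 q20 s × 4 min; Activity was normalised to no-enzyme and no-compound control wells.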
# * = called active by the depositor; ? = inconclusive; . = no result given; [ ] = remark or other dose. Unless noted, calls come from the whole dose curve; as a rule, active = well fitted curve in the direction sought with a large enough effect; inconclusive = small, poorly fitted or top-dose-only effect, or another doubt; inactive = no such curve, though single readings can be large; an effect the other way counts as inactive or inconclusive. Unless noted, % is set by controls: 0 for no effect and ±100 for the full control effect.
item	canonical_smiles	LmPK inhibitor	AMA1 RON2 block	AmpC no deterg	HCV inhibitor	AmpC inh detg	HCMV inh	Tb PYK inh
1	CC#CC(=O)N1CCC(C(=O)Nc2ccc(Oc3ccccc3)nc2)CC1	-5%	-8%	28%	-9%	3%	-18	5%
2	COC(=O)c1ccc(-n2c(C)nc(=O)c(-c3ccccc3)c2C)cc1	0%	-1%	1%	7%	1%	10	7%
3	CCC(C)C(=O)Nc1nc(C)c(-c2csc(Nc3ccccc3OC)n2)s1 (stereo not drawn)	2%	-5%	-35%	?	2%	-20	-6%
4	O=C(CSc1nccn1Cc1ccc(F)cc1)Nc1ccc2c(c1)OCCO2	.	.	.	.	1%	48	-11%
5	CC(=O)c1ccc(N2CCN(c3ccnc4cc(Cl)ccc34)CC2)cc1	3%	-20%	-2%	?	7%	?	6%
6	COc1ccc(CN(C)C(=O)COC(=O)c2cnc(Cl)c(Cl)c2)cc1	.	0%	30%	?	.	55	-5%
7	CCOC(=O)CSc1nc2sc3c(c2c(=O)n1Cc1ccccc1)CCC(C(C)(C)C)C3 (stereo not drawn)	.	.	.	.	17%	6	-1%
8	O=C(NC1CC(=O)N(c2ccc(F)cc2)C1)c1ccco1 (stereo not drawn)	.	.	.	.	5%	21	-8%
9	Cn1c(Cl)c(/C=N/OC(=O)C2CC2)c2ccccc21	3%	20%	-8%[2.29 µM]	?	?	?	-1%
10	CCCN1CCN(CC(=O)Nc2cc(OCC)ccc2OCC)CC1	1%	?	-1%	-1%	-7%	-27	25%
11	CCOC(=O)c1noc2ncnc(NCc3ccccc3OC)c12	.	.	.	.	25%	-8	0%
12	CCN(CC)C(=O)C1=C(C)N(Cc2ccc(OC)cc2)C(=O)C(CC(=O)NCCc2ccccn2)C1 (stereo not drawn)	.	52%[activator]	.	.	.	-9	-9%
13	COCCCN(CCC#N)C(=O)c1c(-c2c(Cl)cccc2Cl)noc1C	6%	9%	46%	14%	-17%	?	0%
14	COc1cc(C2Nc3ccc4ccccc4c3C3=C2C(=O)CC(C)(C)C3)ccc1OCC(=O)O (stereo not drawn)	5%	1%	-23%	13%	-12%	12	-7%
15	CCOc1ccc(NC(=O)c2ccc(NCC(=O)N3CCCCCC3)cc2)cc1	-15%	2%	-21%	?	-3%	29	-9%
16	CC(=O)N(CCc1ccccc1C)Cc1cc2cc(C)ccc2[nH]c1=O	-1%	-2%	-13%	4%	?	-14	-5%
17	O=C(Nc1nc2ccccc2s1)c1ccccc1[N+](=O)[O-]	-4%	-4%	-16%	-14%	1%	86	1%
18	COc1ccc(CCNC(=O)CCCCn2c(=O)[nH]c3ccccc3c2=O)cc1OC	3%	-5%	2%	3%	0%	6	3%
19	COc1ccc(NC(=O)C2CCC(CNc3c(N4CCCCC4)c(=O)c3=O)CC2)c(OC)c1 (stereo not drawn)	-1%	-3%	25%	-6%	-4%	-14	-3%
20	O=C(NCCCN1CCCCC1)c1cc(Sc2ccc(Cl)cc2)nc2ccccc12	.	.	.	.	-5%	-71*	5%
21	Nc1c2c(nc3ccccc13)CCCC2=O	1%	15%	-20%	3%	4%	10	-4%
22	c1ccc(CCNc2nc(-c3cccnc3)cs2)cc1	-1%	0%	-47%	-3%	-4%	7	-2%
23	Clc1ccc(-c2csc(N3CCCCCC3)n2)cc1	1%	-12%	-31%	-11%	-1%	12	0%
24	O=C(Nc1nnc(C2CC2)s1)c1cc2ccccc2o1	.	16%	-19%	-18%	-13%	45	-5%
25	O=C(Nc1ccncc1)C1CC(=O)N(c2ccccc2)C1 (stereo not drawn)	.	26%	.	23%	.	0	-9%
26	COc1ccc(N(C)S(=O)(=O)c2ccc(Cl)c(C(=O)NNC(=O)c3ccccc3O)c2)cc1	.	107%[activator]	-35%	18%	0%	-16	0%
27	CCN(CC)CCOC(=O)c1ccc(NC(=O)CNC(=O)c2ccccc2)cc1	-1%	1%	-32%	-14%	?	-16	0%
28	Cc1cc(=O)oc(C)c1C(=O)N1CCN(C)CC1	-1%	8%	-3%	3%	-16%	?	-1%
29	CC(=O)c1cc2c(cc1NS(=O)(=O)c1ccc(C)cc1)OCCO2	1%	-11%	-12%	?	?	-11	-11%
30	COc1ccccc1C1C(C(N)=O)=C(C)Nc2nc(-c3ccccc3Cl)nn21 (stereo not drawn)	0%	-2%	-13%	13%	?	-9	-6%
31	COc1ccc(N2CCN(S(=O)(=O)c3ccc4oc(=O)ccc4c3)CC2)cc1	0%	2%	-3%	0%	-6%	-16	-2%
32	O=C(C[n+]1ccc(C(=O)N/N=C/c2ccc(O)cc2)cc1)c1ccccc1	-4%	69%[activator]	-19%	14%	4%	-14	12%
33	Cc1onc(-c2ccccc2Cl)c1C(=O)Nc1nnc(Cc2ccc(Cl)cc2)s1	2%	1%	-26%	-3%	9%	15	-2%
34	Cc1ccccc1Cn1c(SCc2ccc(C(=O)NC3CCCCC3)cc2)nc2ccncc21	.	.	.	.	23%	11	2%
35	O=C(NCC1OCCCN1S(=O)(=O)c1cc(F)ccc1F)C(=O)NC1CCCCC1 (stereo not drawn)	0%	-20%	-4%	12%	?	27	1%
36	O=C(CCN1C(=O)S/C(=C\c2ccccc2)C1=O)Nc1ccc(O)cc1C(=O)O	3%	-2%	-22%	17%	-1%	28	-5%

# Another view of some results above.
# Results follow in this order: LmPK inhibitor, AMA1 RON2 block, AmpC no deterg, HCV inhibitor, AmpC inh detg, HCMV inh, Tb PYK inh
30: COc1ccccc1C1C(C(N)=O)=C(C)Nc2nc(-c3ccccc3Cl)nn21 (stereo not drawn)
    0%, -2%, -13%, 13%, ?, -9, -6%
31: COc1ccc(N2CCN(S(=O)(=O)c3ccc4oc(=O)ccc4c3)CC2)cc1
    0%, 2%, -3%, 0%, -6%, -16, -2%

# Remaining list, next part
item	canonical_smiles	LmPK inhibitor	AMA1 RON2 block	AmpC no deterg	HCV inhibitor	AmpC inh detg	HCMV inh	Tb PYK inh
37	CSCCC(NC(=O)c1ccccc1)C(=O)NCCc1ccc2c(c1)OCCO2 (stereo not drawn)	.	0%	-30%	2%	2%	0	7%
38	CSc1ccc(CN2CCC2(C)C(=O)Nc2cccc(NS(C)(=O)=O)c2)cc1 (stereo not drawn)	.	-12%	.	.	.	4	4%
39	c1coc(CNC2CCCCC2)c1	-1%	-5%	-15%	8%	-9%	-17	1%
40	O=C(CSc1nc2ccsc2c(=O)n1NC(=O)c1ccccc1)Nc1nccs1	5%	14%	-30%	7%	-3%	160	4%
41	COC(=O)c1ccc(N2NC(=O)/C(=C/c3ccc(-c4ccc(Cl)c(C(=O)O)c4)o3)C2=O)cc1	6%	-2%	-33%	6%	-2%	?	10%
42	CCOc1ccccc1NC(=O)C1CCCN(c2c(CC)c(C)nc3ncnn23)C1 (stereo not drawn)	1%	7%	33%	13µM*	-4%	?	4%
43	Cc1cccc(OCCNC(=S)NC(=O)c2cncc(Br)c2)c1	0%	37%[activator]	44%[activator]	-21%	0%	-5	5%
44	Cn1nccc1-c1ccc(C(=O)NCc2ccco2)c2occc12	.	21%	.	.	.	210	1%
45	CCSc1nc2cc(OC)c(OC)cc2c(=O)n1CC	4%	43%[activator]	35%	5µM*	0%	-21	2%
46	CCc1ccccc1NC(=O)C1CCN(S(=O)(=O)c2ccc3[nH]c(=O)ccc3c2)CC1	.	.	.	.	5%	7	2%
47	Cc1c[n+](CC(=O)c2ccccc2)c(C)cn1	-3%	-2%	20%	?	-1%	5	1%
48	Cc1ccc2c(C)c(C(=O)N3CCN(c4ccncc4)CC3)oc2c1C	.	0%	.	?	.	58	0%
49	CCc1ccc(C(=O)COC(=O)C2=NN(c3ccccc3)C(=O)CC2)cc1	.	-2%	-12%	11%	.	-5	-11%
50	CCOc1ccc(S(=O)(=O)N2CCC(C(=O)Nc3cc(S(C)(=O)=O)ccc3Cl)CC2)cc1	.	19%	32%	0%	-3%	-32	-7%
51	Cc1cccc(-n2c(=O)c(C#N)cc3c(=O)n4ccccc4nc32)c1	6%	-7%	-1%	9%	-14%	26	0%
52	CCOC(=O)N1CCC(NC(=O)c2ccc3c(c2)N(CC)CCS3)CC1	.	-4%	.	?	.	-6	?
53	O=c1c2oc3ccccc3c2n(Cc2ccc(Cl)cc2)c(=O)n1Cc1ccc2c(c1)OCO2	.	.	.	.	-2%	?	3%
54	COc1cc2c(cc1OC)C(=O)NCC(C)(C)O2	-7%	7%	-9%	-6%	-1%	-102*	4%
55	C=CCN1C(=O)N/C(=C/c2ccc(N3CCOCC3)o2)C1=O	0%	.	-3%	-1%[0.335 µM]	?	-63*	.
56	O=C(Cn1cc2c(n1)CCCCC2)NC1CCN(Cc2ccccc2)CC1	8%	1%	-10%	?	-6%	-33	-2%
57	Cc1nn(Cc2cccc(C(=O)Nc3ccn(Cc4c(F)c(F)cc(F)c4F)n3)c2)c(C)c1[N+](=O)[O-]	4%	-15%	-34%	?	-14%	-38	2%
58	Cc1ccccc1Nc1nnc(SCC(=O)NC(=O)NCc2ccco2)s1	-2%	1%	-41%	-4%	-13%	-21	-11%
59	Cc1cc(C)n(-c2nc3c(c(=O)[nH]c(=O)n3C)n2CC(O)COc2ccccc2C)n1 (stereo not drawn)	4%	-5%	18%	-1%	-19%	-5	-9%
60	CCOc1ccc(C(=O)Nc2ccc(C(=O)OCc3cc(=O)n4ccsc4n3)cc2)cc1	.	.	.	.	17%	16	-1%
61	Cc1ccc(S(=O)(=O)N2CCC(=O)N(CCOCc3ccccc3C)CC2)cc1	3%	-10%	134%[activator]	5%[8.37 µM]	?	53	-3%

# Whole records, quoted from the list:
# `Cc1ccccc1Nc1nnc(SCC(=O)NC(=O)NCc2ccco2)s1` in the list: LmPK inhibitor: -2%; AMA1 RON2 block: 1%; AmpC no deterg: -41%; HCV inhibitor: -4%; AmpC inh detg: -13%; HCMV inh: -21; Tb PYK inh: -11%
# `Cc1cc(C)n(-c2nc3c(c(=O)[nH]c(=O)n3C)n2CC(O)COc2ccccc2C)n1` (stereo not drawn) in the list: LmPK inhibitor: 4%; AMA1 RON2 block: -5%; AmpC no deterg: 18%; HCV inhibitor: -1%; AmpC inh detg: -19%; HCMV inh: -5; Tb PYK inh: -9%
# `CCOC(=O)N1CCC(NC(=O)c2ccc3c(c2)N(CC)CCS3)CC1` in the list: LmPK inhibitor: .; AMA1 RON2 block: -4%; AmpC no deterg: .; HCV inhibitor: ?; AmpC inh detg: .; HCMV inh: -6; Tb PYK inh: ?

# Random draw from the library; any-hit rate near 7.5%.
